AI-2 QS modul = Vibrio harveyi AI-2 quorum sensing modulators, primary screen, JMH597 strain, luminescence/OD600 ratio | Vibrio harveyi JMH597 AI-2 luminescence/OD600 ratio, 9 h; active compounds read low; strain lacks LuxN and CqsS sensors; 0 = neutral-control median | activity change, % at 7.5 µM | hit rate 0.4% among 300,000; in the data active = activity change below about -75%, passing the limit was not always enough; inconclusive = no clear call, values can overlap the other calls;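 note: luminescence divided by OD600 gain over 9 h not by final OD600 alone; inactives centre near 13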
GSK3B inh = human GSK3beta kinase inhibitors, primary screen, biochemical, cell-free homogeneous, HTS; hit rate 0.038% among 300,000; activity score (negative = inhibition), % at 10 µM; Glycogen synthase kinase-3 beta (Homo sapiens), P49841; GST-GSK3beta kinase, ADP-Glo luminescence, 60 min; active compounds read low;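 active = more than half of replicate wells score below -50%, meaning over 50% inhibition versus plate controls; inconclusive = some replicates but at most half score below -50%; inactive = no replicate scores below -50%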;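 note: 0% = median DMSO wells and -100% = median GW8510 positive control wells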
Target sequence (P49841 whole entry, looked up): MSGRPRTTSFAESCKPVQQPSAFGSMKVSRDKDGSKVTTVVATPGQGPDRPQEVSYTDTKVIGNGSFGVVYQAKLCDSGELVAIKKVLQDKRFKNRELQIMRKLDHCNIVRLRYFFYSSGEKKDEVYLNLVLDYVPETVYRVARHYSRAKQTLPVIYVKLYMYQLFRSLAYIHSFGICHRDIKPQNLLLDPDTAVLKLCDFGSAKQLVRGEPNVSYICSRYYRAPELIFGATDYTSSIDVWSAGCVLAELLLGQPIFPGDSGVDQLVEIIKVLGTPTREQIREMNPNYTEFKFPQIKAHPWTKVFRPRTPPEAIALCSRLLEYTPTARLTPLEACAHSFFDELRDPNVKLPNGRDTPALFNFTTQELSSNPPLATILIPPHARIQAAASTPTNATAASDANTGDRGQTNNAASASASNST
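Assay system: GST-fused GSK3beta enzyme, cell-free / Medium: Tris pH 7.5 buffer with MgCl2, DTT, BSA, heparin / Also added: peptide substrate plus 25 µM ATP (final) / Compound: 10 µM single point / Timing: kinase reaction with compound 60 min at room temperature / Detection: ADP-Glo luminescence / Benchmarks: DMSO neutral wells and GW8510 at 20 µM as positive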
KLF5 inh = KLF5 expression inhibitors, primary screen, DLD-1 cells, luminescence. hit rate 0.23% among 290,000. DLD-1 KLF5 promoter-luciferase reporter. AID 1700, 2009. inhibition, % at 5 µM;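 active = inhibition above a per-plate limit of that plate's mean compound inhibition plus 3 SD, cut at about 60% in these data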;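 note: 0% = DMSO wells and 100% = LY294002 at 200 µM; higher means less KLF5 promoter-driven luciferase light; inactives centre near -14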
HSP90 inh = HSP90 inhibitors, primary screen, cell lysate, luminescence; Rabbit reticulocyte lysate, luciferase refolding luminescence, 3 h; Heat shock protein HSP 90 (rabbit reticulocyte lysate; luciferase refolding); hit rate 0.91% among 290,000; AID 1789, 2009; inhibition, % at 5.6 µM;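 active = inhibition above the screen-wide mean plus 3 SD, computed separately per campaign, cut at about 16% in these data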;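 note: 0% = DMSO wells and 100% = 60 µM geldanamycin wells; inhibitors lower the luminescence because luciferase stays unfolded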
HSF1 inhib = HSF1 inhibitors in luciferase reporter cells, primary screen, cell-based, NIH3T3, luminescence; NIH3T3-HGL HSE-luciferase, MG132-induced, luminescence 8 h; active compounds read low; activity change, negative = inhibition, % at 7.5 µM (by protocol); hit rate 0.77% among 300,000;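 active = more than half of replicate wells show activity change below -50%, luminescence cut by over half; inconclusive = some wells, but at most half, below -50%; inactive = no replicate well below -50%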;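 note: luciferase reports HSF-1 transcriptional activity via heat shock element; 0% = median of DMSO wells and -100% = zero luminescence signal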
GSK3 alpha inh = blockers of GSK3A enzyme activity – biochemical, luminescence, cell-free homogeneous, HTS, primary screen; GSK-3 alpha kinase, ADP-Glo luminescence, 60 min; inhibition, % at 10 µM; AID 2650, 2010; hit rate 0.1% among 320,000;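 in the data active = inhibition above about 50%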;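 note: GST-tagged GSK-3 alpha with peptide substrate and 25 µM ATP; 0% = DMSO neutral wells and 100% = GW8510 positive control wells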
Target sequence (P49840 whole entry, looked up): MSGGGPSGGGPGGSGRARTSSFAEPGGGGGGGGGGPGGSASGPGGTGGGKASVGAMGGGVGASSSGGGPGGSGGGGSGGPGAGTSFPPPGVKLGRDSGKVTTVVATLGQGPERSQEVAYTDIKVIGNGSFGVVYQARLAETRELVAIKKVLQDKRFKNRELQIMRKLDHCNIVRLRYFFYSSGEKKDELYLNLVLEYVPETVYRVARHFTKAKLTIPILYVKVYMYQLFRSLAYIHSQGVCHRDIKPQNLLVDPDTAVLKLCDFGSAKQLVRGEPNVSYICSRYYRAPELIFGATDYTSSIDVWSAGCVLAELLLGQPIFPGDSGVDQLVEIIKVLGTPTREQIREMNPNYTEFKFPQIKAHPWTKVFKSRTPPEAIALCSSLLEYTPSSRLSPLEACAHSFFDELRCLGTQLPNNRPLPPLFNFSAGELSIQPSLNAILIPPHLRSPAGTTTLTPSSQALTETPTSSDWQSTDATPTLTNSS
IEC-6 tox = cytotoxicity in IEC-6 intestinal epithelial cells, primary screen, cytotoxicity control for KLF5 inhibitor project, cell-based, luminescence. IEC-6 cytotoxicity, luminescence viability. hit rate 0.78% among 290,000. inhibition, % at 5 µM; in the data active = inhibition above about 22%;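 note: 0% = plate median of test compound wells and 100% = cytotoxic reference compound wells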
aSyn 5UTR inh = MLPCN primary screen, SNCA 5' untranslated region; alpha-synuclein 5'UTR reporter, inhibitor activity; inhibition, % (tested at 7.5 µM); hit rate 0.82% among 300,000; AID 1813, 2009; in the data active = inhibition above about 60%; inconclusive = no clear call, values can overlap the other calls;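 note: H4 neuroglioblastoma cells stably carrying SNCA 5'UTR luciferase fusion; 0% = DMSO wells and 100% = positive control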
HIF activator = HIF pathway transcriptional activators, primary screen, cell-based, U2OS HRE-luciferase, luminescence. U2OS HRE-luciferase reporter; normalized: DMSO 0%, desferrioxamine 100%. activation, % at 7.5 µM (by protocol). hit rate 0.32% among 300,000. AID 1910, 2009;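 active = mean activation of at least 10% of the iron chelator positive control signal, with at least half of replicates also reaching 10%; inconclusive = mean and replicate majority disagree about reaching 10%; inactive = mean and most replicates under 10%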
HSF1 activator = HSF-1 activators, primary screen, NIH3T3-HGL cells, MG132 stress, luminescence, single point. hit rate 1.7% among 300,000. activation, % at 9 µM. NIH3T3-HGL HSF-1 luciferase reporter, 8 h; 100% = twice DMSO control signal;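 active = mean replicate activation of at least 50% with a set share of replicates each reaching 50%; inconclusive = only one of those two conditions met; inactive = mean below 50% and too few replicates reaching it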;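 note: 0% = median of the neutral control wells and 100% = twice that signal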
The depositor's hits bear a star; ? = inconclusive; · = no result given. The order is random; any-hit rate near 4.7%.

SMILES	AI-2 QS modul	GSK3B inh	KLF5 inh	HSP90 inh	HSF1 inhib	GSK3 alpha inh	IEC-6 tox	aSyn 5UTR inh	HIF activator	HSF1 activator
CCN1C(=O)[C@H]2[C@@H](c3ccc(-c4ccc(C(C)=O)cc4)cc3)N[C@@](Cc3ccccc3)(C(=O)OC)[C@H]2C1=O	23	4	·	·	4	-2	·	11	-0.2	2
Cc1cc(C)cc(NC(=O)CSCc2cc(=O)n3ccsc3n2)c1	-31	0	-4	-4	-8	0	0	17	0.9	-3
C/C(=C\C(=O)c1ccccc1)Nc1ccc(Cl)c(Br)c1	7	1	-27	-1	0	-5	-6	-42	-0.9	-4
COc1ccc(OCC(=O)Nc2nc3ccc(NC(C)=O)cc3s2)cc1	19	-1	-30	-1	-3	-2	2	-34	1.2	0
O=C(N1CCOCC1)N1CCOCC1	17	3	4	-3	-1	0	2	1	0.6	15
Cc1cc(C(=O)CSc2cccc[n+]2[O-])c(C)n1-c1ccc(Br)cc1	-7	0	-77	-3	18	1	7	-150	0.8	35
CCOCCCN(C(=O)c1snc(C(N)=O)c1N)C(C(=O)NC1CCCC1)c1ccc(O)cc1 (centres undefined)	11	-8	-17	-1	4	28	1	4	-0.3	23
CCN(c1ccccc1)S(=O)(=O)c1cccc(C(=O)N2CCN(S(=O)(=O)c3ccccc3)CC2)c1	24	6	-22	0	2	1	-1	17	0.0	11
O=C(O[C@@H]1OC2COC(=O)c3cc(O)c(O)c(O)c3-c3c(cc(O)c(O)c3O)C(=O)O[C@@H]([C@H]1O)[C@@H]2O)c1cc(O)c(O)c(O)c1	17	2	-20	3	-4	6	7	-4	-0.2	-8
S=c1nc(-c2cccc(Cl)c2)[nH][nH]1	14	-1	-23	-2	4	4	-1	0	0.1	5
CCCn1c(N)c(N(CCOC)C(=O)COC(=O)c2ccccc2NCCO)c(=O)[nH]c1=O	-19	-6	·	·	-1	-1	·	2	0.3	17
O=C(Nc1nncs1)c1cc(S(=O)(=O)N2CCCCC2)ccc1Cl	14	-2	-11	0	-7	-4	0	0	0.4	-4
Cc1cccc(C)c1NC(=S)Nc1ccccc1C(=O)NCc1ccco1	12	-3	-12	2	-5	-2	-4	20	0.1	1
COc1ccccc1C(=O)Nc1ccc2c(c1)n(C)c(=O)n2C	13	3	-10	4	7	-1	1	-52	-0.3	11
Cc1cc2nnc(SCC(=O)N3CCOCC3)n2c2ccccc12	3	-5	7	5	-1	0	2	4	0.4	-18
Cc1ccc(C)c(C(=O)CSc2n[nH]c(C)n2)c1	20	2	-17	0	1	-4	0	20	-0.8	19
CCCCc1cc(=O)oc2c(CN3CCCC3)c(O)ccc12	16	1	-18	-1	-7	0	-4	16	0.4	31
CCCCc1c(C)nc2c(OC)cccc2c1SCC(=O)O	25	5	-12	8	5	-4	-2	6	-1.0	9
O=C(NCC1CCCO1)c1csc(Nc2cccc3ccccc23)n1 (centres undefined)	12	-2	-3	2	-2	-1	9	-1	-0.1	5
CCOC(=O)CCNC(=O)CCc1nnc(CCCc2ccccc2)o1	6	1	-67	0	9	-2	6	-14	1.8	14
COc1ccc2[nH]cc(CCNC(=O)c3ccccc3Cl)c2c1	15	1	-12	3	-2	1	-4	-2	-0.9	8
O=C1NC(=O)C2C1C(c1ccc([N+](=O)[O-])cc1)=NN2Cc1ccccc1 (centres undefined)	8	1	-7	4	5	9	1	20	0.0	-9
O=C(Nc1cccc2ccccc12)N1CCN(Cc2ccccc2)CC1	12	1	8	3	3	0	13	27	0.1	-20
CCc1cc(CC)c(/C=N/NC(N)=O)c(CC)c1	18	-2	-7	-5	-2	-5	-2	-48	0.4	11
COc1cccc(CC2(CO)CCCN(Cc3cc4ccccc4[nH]3)C2)c1 (centres undefined)	29	-2	-30	-1	0	1	7	-14	-0.3	1
Cn1cccc1Cc1nnc(SCC(=O)NCc2ccccc2)n1-c1ccc(F)cc1	19	1	-48	-1	5	-5	0	1	0.0	11
NC(=O)c1ccc(Oc2ccc(C(N)=O)cc2)cc1	23	-2	-42	-2	-2	-2	-6	10	-0.1	-11
O=C(Nc1nnc(C(F)(F)F)s1)c1c(F)cccc1F	26	-1	-20	-1	10	-4	4	-3	0.3	20
COc1ccc(C(=O)Nc2ccccc2)cc1NC(=O)c1ccc([N+](=O)[O-])cc1	·	·	-34	6	-2	0	1	10	1.3	7
OC(COc1ccc2ccccc2c1)CN1CCN(c2ccc(F)cc2)CC1 (centres undefined)	25	2	-10	-1	4	-3	3	18	·	-7
CCCOc1ccc(C(O)(CCC)CCN2CCCCC2)cc1 (centres undefined)	16	-1	-15	0	-2	0	-1	-4	-0.2	-5
COc1ccc2c(COC(=O)CNC(=O)C34CC5CC(CC(C5)C3)C4)cc(=O)oc2c1	12	1	1	-4	3	-3	-8	-21	0.2	-1
O=C(NCc1ccc(F)cc1)C1CCCN(C(=O)Nc2ccc(F)cc2)C1 (centres undefined)	12	2	4	-7	0	-7	-1	-1	0.2	-15
Cc1cccc(C)c1NC(=O)CSc1nnc(-c2ccncc2)n1Cc1ccco1	7	-4	12	0	-5	-3	6	17	0.2	2
O=S1(=O)CCC(NS(=O)(=O)/C=C/c2ccccc2)C1 (centres undefined)	53	3	-17	1	-8	-1	0	-18	0.0	-9
COc1ccc(OC)c(NC(=O)Nc2ccccc2C)c1	11	1	-5	-1	-6	-1	-2	2	-0.2	1
O=C(COc1cccc(Cl)c1Cl)Nc1ccc2c(c1)CCC2	13	2	-23	-5	4	4	-9	-7	0.8	7
O=C(N/N=C/c1ccc(O)cc1O)NC12CC3CC(CC(C3)C1)C2	30	-5	-32	-4	-3	-1	0	-12	0.3	-13
O=C(NCC(=O)N1CCCCC1)c1ccc(Br)o1	10	4	-95	2	14	3	-6	-46	1.3	26
CCN(CC)c1ccc(/C=C/c2nc3ccccc3s2)cc1	31	2	0	67*	-82*	-2	-3	52	-0.8	-85
CN(CCCC(=O)Nc1ccncc1)S(=O)(=O)c1ccc(Cl)cc1	16	0	-7	-5	-3	-1	1	1	1.1	10
NS(=O)(=O)c1ccc(OC(=O)CNC(=O)OCc2ccccc2)cc1	23	0	·	·	1	-5	·	19	-1.0	2
COc1ccc(CC(=O)Nc2cc(Cl)ccc2C(=O)O)cc1	3	5	-10	0	·	-1	-8	·	·	·
O=C(CSc1nnc(NC(=O)C2CC2)s1)Nc1cccc(F)c1	12	-1	-18	0	0	-3	4	-22	-0.2	12
Cc1cccc(CN2CCN(C(=O)c3ccccc3F)CC2)c1	·	·	-12	-1	-16	3	-1	12	-0.3	-31
CN(CC(=O)Nc1ccc(C#N)cc1)CC(=O)Nc1ccc(N2CCOCC2)cc1	17	3	-16	-2	-7	0	-2	-11	-1.0	6
CCN(CC)S(=O)(=O)c1ccc(O)c(NC(=O)c2ccc(N3CCOCC3)c([N+](=O)[O-])c2)c1	17	0	1	-2	1	-4	-8	25	-0.4	21
COc1cccc(-c2cc(C(F)(F)F)nc(NCc3ccco3)n2)c1	0	2	-16	6	-5	-1	10	-8	-0.3	9
O=C(NCc1ccccn1)c1cccn1-c1ncc(C(F)(F)F)cc1Cl	13	0	-85	41*	-12	3	0	-6	0.0	-8
C=C(C)[C@H]1CC=C(C)/C(=N/NC(=O)CNc2ccccc2OC)C1	13	4	-36	-7	4	-9	-4	-39	0.1	14
Later entries:
SMILES	AI-2 QS modul	GSK3B inh	KLF5 inh	HSP90 inh	HSF1 inhib	GSK3 alpha inh	IEC-6 tox	aSyn 5UTR inh	HIF activator	HSF1 activator
O=c1cc(N2CCN(Cc3ccccc3)CC2)c(-c2ccccc2)n[nH]1	6	1	-16	1	-1	-2	6	11	-0.2	-7
CC(=O)c1ccc(OCCCCOc2ccc(C(C)=O)cc2)cc1	-1	0	-22	0	-5	1	6	-36	-38	3
CS/C(=C\C(=O)c1ccco1)Nc1ccccc1Cl	·	-1	-26	4	2	2	8	1	1.4	9
Nc1ncccc1OCc1cccc(C(F)(F)F)c1	21	1	-27	-2	1	·	-1	32	-0.2	-5
COc1ccc(C(=O)C2CCN(CC(=O)Nc3ccc(OC)cc3OC)CC2)cc1	12	2	-11	-2	5	-3	4	33	-0.6	20
CC(C)CNC(=O)CCCSc1nc2ccccc2[nH]1	21	0	-7	4	3	-3	7	-18	0.0	10
CN1CCN(NC(=O)c2ccc(COc3ccccc3Br)o2)CC1	10	3	-32	3	-12	5	0	4	0.1	-6
Cc1c(OC(C)C(=O)NCCN2CCOCC2)ccc2c(-c3ccccc3)cc(=O)oc12 (centres undefined)	23	2	-1	-3	-2	0	-3	11	0.0	6
CCOC(=O)N1CCN(C(=O)CN(Cc2ccc(Cl)cc2)S(=O)(=O)c2ccccc2)CC1	29	4	-8	2	0	-1	3	2	0.3	-1
CCOc1ccc(NS(=O)(=O)c2ccc3c(c2)CCN3C(=O)C2CCC2)cc1	39	2	-5	6	-1	-2	2	3	-0.4	-1
CCC(C)NC(=O)CSc1c2c(nc3ccccc13)CCCC2 (centres undefined)	62	-1	-10	5	41	·	1	-16	0.1	?
c1ccc(N2CCN(Cc3nnnn3C3CCCCC3)CC2)cc1	14	3	-20	-1	-4	-2	-3	-3	·	-3
COc1ccc(S(=O)(=O)N2CCCN(CC(=O)Nc3ccc4c(c3)OCO4)CC2)cc1	·	·	6	3	·	11	-1	·	·	·
COc1cc2c(cc1OC)C1C/C(=N\O)C(CC(C)C)CN1CC2 (centres undefined)	-3	2	2	1	-9	-2	3	-4	0.0	17
COc1ccc(C2C(C(C)=O)=C(C)N=c3s/c(=C\c4cc(C)n(C)c4C)c(=O)n32)c(OC)c1 (centres undefined)	25	0	-13	1	8	0	-3	37	-0.6	-2
CC(NC(=O)CCNS(=O)(=O)c1ccccc1)c1ccccc1 (centres undefined)	32	0	-18	1	2	-2	-3	11	-0.6	5
COc1ccc(/C(O)=C/Sc2nnc(Cc3ccccc3)o2)cc1	25	-1	-23	-2	4	-1	-3	-4	-0.3	11
CCOC(=O)N1CCN(Cc2nc(N)nc(Nc3ccc(C)cc3C)n2)CC1	-6	1	-2	6	·	0	2	·	·	·

Compound activity: PubChem BioAssay, several laboratories
